# KB-V1 cytotox = qHTS assay for MDR1-selective chemotherapeutics: Primary screen using the drug-selected MDR subline cells KB-V1; KB-V1 MDR cells viability, CellTiter-Glo, 72 h; Potency, µM (doses to about 46.1 µM), without a hit: at the top dose activity change, negative = cytotoxicity, actives largely listed as cytotoxic; 400,000 compounds, 3.4% hits; AID 1347076, 2019; note: potency is the fitted concentration of half-maximal effect; % is set by controls: 0 for no effect and ±100 for the full control effect; nearly all actives have a fitted effect of over 60% in size
#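 qHTS viability screen in drug-selected KB-V1 MDR cells: 72 h compound treatment at 37 degrees C, ATP luminescence end point.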
# PTHR1 agonist = qHTS for PTHR1 Agonists: Primary Screen. Parathyroid hormone/parathyroid hormone-related peptide receptor (Homo sapiens), Q03431. HEK293 GP2 PTHR1 cells, GloSensor cAMP luminescence, 1 h. Potency, µM (series often up to 115 µM), for the others: top-dose activation, actives largely listed as activators. 410,000 compounds, 0.075% hits. AID 743266, 2014; note: potency is the fitted concentration of half-maximal effect; nearly all actives have a fitted effect of over 55% in size; some results filed as inactive show a strong effect at the top dose; inactives centre near -15; many of its hits are not listed in these tables
# Target sequence (Q03431 whole entry, looked up): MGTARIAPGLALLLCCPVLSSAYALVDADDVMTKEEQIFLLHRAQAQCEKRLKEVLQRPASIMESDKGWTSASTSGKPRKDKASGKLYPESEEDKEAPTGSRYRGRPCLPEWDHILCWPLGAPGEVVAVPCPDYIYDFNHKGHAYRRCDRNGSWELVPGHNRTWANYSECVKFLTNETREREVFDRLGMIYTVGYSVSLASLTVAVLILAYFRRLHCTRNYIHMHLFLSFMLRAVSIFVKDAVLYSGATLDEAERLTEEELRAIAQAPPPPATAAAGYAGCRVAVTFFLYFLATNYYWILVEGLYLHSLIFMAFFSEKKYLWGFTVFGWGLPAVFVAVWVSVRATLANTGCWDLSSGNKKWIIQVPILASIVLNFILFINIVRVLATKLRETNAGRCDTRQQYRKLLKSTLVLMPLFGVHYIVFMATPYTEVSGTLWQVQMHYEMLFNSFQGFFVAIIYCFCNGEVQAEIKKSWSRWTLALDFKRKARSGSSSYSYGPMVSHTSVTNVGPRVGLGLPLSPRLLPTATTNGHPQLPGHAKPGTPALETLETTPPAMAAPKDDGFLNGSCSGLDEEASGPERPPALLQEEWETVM
#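 HEK-293-derived GP2 cells expressing PTHR1 and a GloSensor cAMP reporter, 3,000/well, plated overnight, given luciferin plus IBMX (each 0.5 mM as added) for 1 h at 37 °C, then compound for 1 h at 37 °C. Luminescence was read after 15 min at room temperature.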
# GLP1R cytotox = qHTS of GLP-1 Receptor Inverse Agonists: Cytotox Screen. HEK293 cAMP-luciferase reporter cells, luminescence, 24 h. Potency, µM (top dose mostly 38.3 µM), for inactives: top-dose activity change, negative = inhibition, hits mostly inhibitors. 410,000 compounds, 0.13% hits. AID 624418, 2012;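 note: loss of luciferase light is scored as toxicity; potency is the fitted concentration of half-maximal effect; % is set by controls: 0 for no effect and ±100 for the full control effect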
#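 MLSMR compounds, 24 hr on cells at 37 deg C/5% CO2; luminescence after luciferase reagent (12 min RT). Inhibition counted as the undesired cytotoxic outcome.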
# GLP1R ag = qHTS of GLP-1 Receptor Agonists; Glucagon-like peptide 1 receptor (Homo sapiens), P43220; HEK293 GLP-1R CRE-luciferase, luminescence, 4-6 h; cells express a hypersensitive GLP-1R form; Potency, µM (series often up to 45.6 µM), inactives show top-dose activation, most hits filed as activators; 380,000 compounds, 0.007% hits; AID 624172, 2012; note: potency is the fitted concentration of half-maximal effect; % of control where 0% means no effect
# Target sequence (P43220 whole entry, looked up): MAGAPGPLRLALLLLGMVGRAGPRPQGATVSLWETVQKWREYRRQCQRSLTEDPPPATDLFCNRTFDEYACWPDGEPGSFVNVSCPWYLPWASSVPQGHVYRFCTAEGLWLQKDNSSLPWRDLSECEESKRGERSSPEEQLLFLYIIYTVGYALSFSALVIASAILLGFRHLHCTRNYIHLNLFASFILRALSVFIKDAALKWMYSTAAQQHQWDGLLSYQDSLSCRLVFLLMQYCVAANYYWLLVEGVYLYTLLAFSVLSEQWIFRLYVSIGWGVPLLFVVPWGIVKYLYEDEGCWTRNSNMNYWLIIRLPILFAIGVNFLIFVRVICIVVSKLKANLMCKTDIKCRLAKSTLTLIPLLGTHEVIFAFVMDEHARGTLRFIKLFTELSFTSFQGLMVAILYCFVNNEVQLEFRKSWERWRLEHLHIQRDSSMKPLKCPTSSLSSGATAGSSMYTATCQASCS
# GLP-1R inv ag = qHTS of GLP-1 Receptor Inverse Agonists (Inhibition Mode); 410,000 compounds, 1.6% hits; Glucagon-like peptide 1 receptor (Homo sapiens), P43220; HEK293 GLP-1R CRE-luciferase, luminescence, 24 h; GLP-1R form is constitutively active; Potency, µM (top dose mostly 38.3 µM), inactives show top-dose activity change, negative = inhibition, hits mostly inhibitors; note: potency is the fitted concentration of half-maximal effect; % is set by controls: 0 for no effect and ±100 for the full control effect; nearly all actives have a fitted effect of over 55% in size
#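 Constitutively active GLP-1R drives a cAMP-responsive luciferase in stably transfected HEK293 cells; test compounds are added after overnight (12 h) attachment and left 24 hr, and signal loss in luminescence marks inhibition.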
# D3 antag = qHTS of D3 Dopamine Receptor Antagonist: qHTS | D(3) dopamine receptor (Homo sapiens), P35462 | D3R cells, DiscoveRx beta-arrestin luminescence, antagonist mode; stronger effect = lower value | max response, negative = inhibition, % | 360,000 compounds, 2.5% hits | AID 652054, 2013; in the data active = max response below about -50%; inconclusive = no clear call, values can overlap the other calls; note: % is set by controls: 0 for no effect and ±100 for the full control effect; mostly tested at two doses, the higher about 12 µM
#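 Cells plated overnight at 1500 cells/well, then exposed to library compounds with dopamine controls for 90 minutes at 37 degrees C. DiscoveRx reagent added for 30–60 minutes at room temperature; luminescence read, quantitative HTS format.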
# TDP-43 yeast inh = qHTS of TDP-43 Inhibitors. TDP-43 expressing yeast growth rescue, BacTiter-Glo, 24 h. 410,000 compounds, 1.8% hits. AID 652104, 2013. Potency, µM (top dose mostly 46.1 µM), for inactives: at the highest dose growth rescue (activation), most hits filed as activators; note: potency is the fitted concentration of half-maximal effect; % of control where 0% means no effect; nearly all actives have a fitted effect of over 50% in size
#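 In this qHTS, compounds that restore growth of yeast expressing TDP-43 appear as activators. Cells (OD600=0.02, galactose medium, raffinose-pregrown) are incubated with compound 24 hr at 30 deg C and growth is quantified by BacTiter-Glo.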
# D3 ag = qHTS of D3 Dopamine Receptor Agonist: qHTS; D(3) dopamine receptor (Homo sapiens), P35462; D3R DiscoveRx beta-arrestin cells, luminescence, 90 min; max activation, %; 410,000 compounds, 0.58% hits; AID 652048, 2013; in the data active = max activation above about 30%; note: 0% is about no effect; mostly tested at two doses, the higher about 12 µM
#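 Agonist mode: compounds and dopamine controls were applied to plated cells for 90 min at 37 degrees C after an overnight attachment at 1500 cells/well. Luminescent read-out followed 30 - 60 minutes at room temperature with DiscoveRx detection reagent.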
# aSyn yeast inh = qHTS of alpha-syn Inhibitors; AID 652106, 2013; Yeast expressing alpha-synuclein, growth rescue, BacTiter-Glo, 24 h; Potency, µM (doses to about 46.1 µM), for inactives: top-dose growth rescue (activation), most hits filed as activators; 370,000 compounds, 0.14% hits; note: potency is the fitted concentration of half-maximal effect; % of control where 0% means no effect; nearly all actives have a fitted effect of over 65% in size
#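 Readout is rescue of growth in alpha-synuclein-expressing yeast, so inhibitors of toxicity appear as activators. Growth after 24 hr at 30 deg C in galactose medium is quantified by luminescence.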
# Numbers without * were called inactive; i = inactive; ? = inconclusive; nt = not tested or not shown; [ ] = dose if it differs, or a comment. Unless noted, calls come from the whole dose curve; as a rule, active = well fitted curve in the direction sought with a large enough effect; inconclusive = small, poorly fitted or top-dose-only effect, or another doubt; inactive = no such curve, though single readings can be large; an effect the other way counts as inactive or inconclusive.
SMILES,KB-V1 cytotox,PTHR1 agonist,GLP1R cytotox,GLP1R ag,GLP-1R inv ag,D3 antag,TDP-43 yeast inh,D3 ag,aSyn yeast inh
COc1ccc(C(CNC(=O)Cn2c(=O)oc3ccccc32)N(C)C)cc1 (stereo not given),nt,i,7.9%,-7.5%,-9.3%,-9.5,-5.6%,-21.8,-0.1%
COc1ccc(NC(=O)CN(C)C(=O)Cc2ccc3c(c2)CCC3)cc1,-21.4%,-0.6%,-5.0%,-5.9%,-21.0%,7.3,6.0%,0.2,16.0%
CC(C)Oc1ccc(C(=O)N2CCC(c3nc4ccccc4s3)CC2)cc1,-15.6%,-30.6%[inhibitor],-14.9%,nt,-3.8%,nt,3.8%,9.7,nt
CC(C)CNC(=O)/C=C/c1cccs1,-14.0%,i,-5.3%,0.7%,7.3%,?,16.0%,1.9,-0.4%
Cc1cc(C)cc(NC(=S)N2CCN(c3ccc(F)cc3)CC2)c1,-13.2%,i,-5.5%,-1.2%,2.8%,15.4,12.8%,-1.4,-2.1%
Cc1ccc(S(=O)(=O)NCc2nc3cccnc3n2Cc2ccccc2Cl)c(C)c1,nt,-1.5%,0.8%,nt,-14.0%,nt,29.5%,11.3,nt
Cc1ccc(-n2c(=O)cc(N3CCc4ccccc4C3)[nH]c2=O)cc1,?,i,-10.8%,-15.8%,9.3%,5.7,13.1%,4.0,2.4%
COc1ccc(Cl)cc1C(=O)NC(=S)Nc1cc(-c2nc3ccccc3[nH]2)ccc1C,-4.1%,-5.9%,-21.5%,0.4%,-3.3%,-2.7,-1.9%,5.4,-39.2%[inhibitor]
Cc1cc(NC(=O)CC#N)n(-c2nc3ccccc3[nH]2)n1,17.1%,-34.9%[inhibitor],-6.6%,2.9%,13.9%,32.6,13.6%,10.0,-8.0%
CCN(c1cccc2ccccc12)S(=O)(=O)c1ccc(Cl)nc1,-0.4%,-24.1%,2.7%,8.7%,?,-0.8,7.6%,-1.7,8.1%
COc1cccc(OCC(O)CN2CCN(c3ccc(F)cc3)CC2)c1 (stereo not given),9.2%,i,-0.2%,-4.7%,?,?,-8.2%,-7.0,-5.0%
Cc1c(F)cccc1NC(=O)c1ccc2c(c1)CCN2S(C)(=O)=O,2.4%,3.0%,-4.6%,-6.2%,4.0%,-7.5,-15.6%,1.4,-8.5%
Cc1noc(C)c1S(=O)(=O)N(CC(=O)NCc1ccc(F)cc1)c1ccc(C(C)C)cc1,-2.2%,-12.0%,-13.8%,-5.1%,-30.5%,4.9,2.3%,4.4,3.3%
CCc1ccc(NC(=O)CCn2c(=O)oc3ccccc32)cc1,0.0%,12.4%,-7.8%,-2.8%,-38.5%,-8.7,18.7%,1.0,-1.2%
CC1CCN(CC(O)Cn2c3ccccc3c3ccccc32)CC1 (stereo not given),?,i,?,2.2%,?,2.2,2.5%,-4.6,3.9%
CCOC(=O)c1ccc(NC(=O)CSc2nnc(-c3cccs3)n2CC)cc1,-2.8%,-20.3%[57.5 µM],8.5%,-9.6%,10.3%,4.8,-17.1%,-11.1,7.7%
CCOC(=O)N1CCN(S(=O)(=O)c2ccc3c(c2)NC(=O)CO3)CC1,-13.7%,i,-2.5%,6.3%,-4.7%,14.1,-23.9%,8.6,0.0%
CCOc1ccc(CN2C(=O)c3ccccc3Sc3ccc(C(=O)NC4CCC(C)CC4)cc32)cc1 (stereo not given),2.8%,6.1%,5.6%,-0.8%,-3.3%,nt,-16.4%,-4.8,nt
CCc1ccc(NC(=O)CCS(=O)(=O)c2cc3c(cc2Cl)NC(=O)CO3)cc1,0.2%,i,-0.6%,0.2%,-2.7%,nt,5.2%,7.2,-0.6%
CCN(CC)c1ccc(NC(=O)c2ccc(=O)[nH]c2)cc1S(=O)(=O)Nc1ccc(OC)cc1,1.2%,16.0%,?,27.2%,-2.9%,-22.3,-8.9%,-11.9,-1.7%
CC(C)c1onc(C(=O)NCc2ccc(F)cc2)c1[N+](=O)[O-],0.2%,i,-10.5%,0.0%,-27.0%,-1.8,?,3.3,2.2%
CSc1nc(C)c2c(n1)N(c1ccc(C(C)C)cc1)CC2,8.2µM*,-15.0%,1.7%,1.8%,8.9%,21.1,20.3%,8.3,-9.2%
CCCn1c(SCC(=O)N2CCCc3ccccc32)nnc1-c1ccccn1,-4.7%,-5.4%,-15.4%,1.0%,?,3.3,9.7%,5.1,0.6%
Cc1cc(=O)n2ccccc2c1C#N,6.9%,-10.8%[57.5 µM],91.0%[activator],-1.7%,5.2%,11.5,-9.5%,11.2,4.4%
Cc1cccc(S(=O)(=O)NC(=O)C2(C)CCN2C(=O)c2sccc2C)c1 (stereo not given),2.5%,-1.2%,-6.6%,-4.0%,6.2%,-10.3,26.6%,-8.6,-7.5%
COc1cc(NC(=O)C2CC(c3c(F)cccc3Cl)=NO2)cc(OC)c1OC (stereo not given),?,-25.5%,-9.4%,?,-15.8%,41.5,22.0%,20.0,-12.7%
COc1ccc(CNC(=O)c2cc(C)nc3ccccc23)cc1OC,-18.3%,-6.2%,6.3%,6.7%,35.2%[activator],-2.2,-7.3%,8.3,-2.0%
COC(=O)c1c(C(=O)OC)c(-c2ccc(Cl)cc2)n2c1CS(=O)(=O)C2,?,-73.4%[inhibitor],-8.8%,8.1%,3.5%,-13.5,?,-4.8,12.3%
CCOC(=O)n1c(=O)oc2ccc(Cl)cc21,1.9%,5.4%,2.8%,-0.1%,-0.4%,-16.0,10µM*,-6.6,1.4%
COc1ccc(NC(=O)c2ccco2)c(NC(=O)c2ccc([N+](=O)[O-])cc2)c1,-3.7%,i,7.4%,-0.6%,6.4%,7.4,7.0%,4.4,3.9%
Cc1cc(C)c2nc(N3CCN(C(=O)c4ccco4)CC3)sc2c1,-0.5%,-10.6%,1.0%,-1.2%,22.7%,19.0,?,5.4,0.5%
CC(=O)c1ccc(OCC(=O)NC(=O)NC2CCCC2)cc1,7.9%,-1.8%,3.9%,-4.8%,1.7%,31.6,0.0%,1.3,4.6%
NCCN1CCN(CCN)CC1,25.7%,i,1.1%,-2.5%,-1.7%,61.2,-10.9%,7.4,1.4%
Cc1ccc(CSCC(Nc2ccc(C(=O)O)cc2[N+](=O)[O-])C(=O)O)cc1 (stereo not given),3.5%,-14.1%[57.5 µM],-18.7%,1.3%,1.2%,-5.7,-2.9%,-11.0,1.6%
O=C(CNC(=O)c1cccs1)N/N=C/c1cccc(Cl)c1,19.1%,i,17.9%,-4.1%,39.0%[activator],-6.4,22.7%,-9.8,6.0%
O=C(CCc1c[nH]c2ccccc12)NC(Cc1ccccc1)C(=O)O (stereo not given),?,-27.9%,-3.9%,1.2%,22.4%,8.0,-8.4%,6.2,-3.4%
Cc1ccc(S(=O)(=O)NCC(=O)N(CC(=O)NCC2CCCO2)CC2CCCO2)cc1 (stereo not given),-10.5%,-39.9%[inhibitor],-4.4%[7.66 µM],-0.8%,1.1%[7.66 µM],-1.5,-14.0%,-2.2,-2.0%
CCOC(=O)C1=C(C)N=c2s/c(=C/c3ccc(OCC(=O)O)cc3)c(=O)n2C1c1cc(OC)c(OC)c(OC)c1 (stereo not given),-1.0%,i,-6.5%,1.3%,7.0%,-18.8,-28.2%,-2.0,-5.0%
Cc1ccc(NCc2nnc3n2CCCCC3)cc1Cl,-17.7%,-5.7%,10.4%,-1.4%,24.3%,nt,-3.2%,1.9,-1.2%
Cc1ccc(SC(c2ccccc2)C(Cn2cncn2)C(=O)c2ccccc2)cc1 (stereo not given),-0.8%,10.1%[57.5 µM],-0.1%,-12.7%,9.0%,-17.0,4.2%,4.2,-3.8%
CCOCc1cnc(C)nc1NCC(=O)c1c(C)[nH]c2cc(C)ccc12,1.3%,-11.8%[57.5 µM],-2.7%,-4.0%,-0.7%,-6.5,-14.3%,-13.8,-0.2%
O=c1c(O)c(-c2ccccc2)oc2cc(O)cc(O)c12,-10.5%,-29.7%,-4.9%,-1.1%,-21.1%,-10.2,-22.8%,-3.9,4.9%
CCCn1nnc(NC(=O)COc2ccccc2Cl)n1,5.6%,-6.4%[57.5 µM],3.5%,-2.1%,77.4%[activator],-16.9,-5.2%,2.3,0.0%
O=CC(=Cc1ccccc1)c1ccccc1,19.5%,-20.1%,5.0%,2.1%,?,7.2,27.4%,2.9,-4.0%
CCOc1ccccc1NC(=O)CSc1nnc2[nH]c(=O)cc(C)n12,nt,?,-3.3%,nt,7.6%,nt,10.1%,-16.7,nt
CCCCCc1nnc(NC(=O)C2=COCCO2)s1,-21.3%,-12.5%,18.0%,-19.0%,-19.7%,-14.5,?,-1.5,-4.6%

# Whole records from above. Order of screens: KB-V1 cytotox | PTHR1 agonist | GLP1R cytotox | GLP1R ag | GLP-1R inv ag | D3 antag | TDP-43 yeast inh | D3 ag | aSyn yeast inh
# `O=CC(=Cc1ccccc1)c1ccccc1` is listed as 19.5% | -20.1% | 5.0% | 2.1% | ? | 7.2 | 27.4% | 2.9 | -4.0%
# `O=c1c(O)c(-c2ccccc2)oc2cc(O)cc(O)c12` is listed as -10.5% | -29.7% | -4.9% | -1.1% | -21.1% | -10.2 | -22.8% | -3.9 | 4.9%

# Not all compounds are listed; rates above refer to the full screens.
